Assay outcomes deposited in PubChem BioAssay by several laboratories.
LYP inhibition = inhibitors of LYP phosphatase, biochemical, fluorescence intensity, uHTS (AID 1779); recombinant LYP phosphatase, fluorescence intensity; higher % means a stronger effect; inhibition, % at 11.5 µM; hits with a dose series show IC50 in µM; hit rate 0.054% among 290,000; in the data active = inhibition above about 50%;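 note: plate controls were vehicle with enzyme for no effect and no enzyme for full effect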
Myeloid diff MLP = compounds promoting myeloid differentiation; AID 624256; hit rate 1% among 360,000; calls only at 10 µM; ER-HoxA9 myeloid progenitors, lysozyme-GFP differentiation, flow cytometry;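 active = normalized GFP-positive differentiation at or above the plate's own cutoff, the solvent-only control mean plus 3 SD; inconclusive = no clear call, values can overlap the other calls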;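 note: cells exposed to compound for four days before flow analysis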
Myeloid diff MLP GFP+ MAC1+ % = recorded beside Myeloid diff MLP, whose call it bears; GFP+ MAC1+ double positive, %; measured here: differentiation confirmed by MAC1 staining
Starred values were filed as active, the others as inactive; i = inactive; ? = inconclusive; nt = no result given; + = active, no number. A portion of the library; rates above refer to the full screens.

Results follow in this order: LYP inhibition | Myeloid diff MLP | Myeloid diff MLP GFP+ MAC1+ %
- CCOC(=O)C1CCN(S(=O)(=O)c2ccc(CN3C(=O)c4cccnc4C3=O)cc2)CC1
→ 1.5% | ? | nt
- COCc1nnc(NS(=O)(=O)c2ccc(Cl)cc2)s1
→ -6.8% | i | 0.8
- COC(=O)c1ccc2[nH]c([C@H](C)O)c([C@H](C)O)c2c1
→ -10.8% | i | 2.6
- NC(N)=NS(=O)(=O)c1ccc(NC(=S)NC(=O)c2ccncc2)cc1
→ -1.8% | i | 0.5
- CCCCOP(=O)(c1ccc(N(C)C)cc1)C(O)c1ccc(OC)cc1 (configuration not stated)
→ -6.7% | i | 0.9
- O=C(Nc1cccc(NC(=O)c2cccc(F)c2)c1)c1ccccc1
→ -3.3% | i | 0.1
- CCC1CCCCN1C(=O)CSc1nnc(CNC(=O)c2c(F)cccc2Cl)o1 (configuration not stated)
→ -8.0% | i | 0.7
- COc1cc(C=O)ccc1OC(=O)c1cccnc1
→ -10.4% | i | 0.6
- COC(=O)c1ccc(NC(=O)c2ccc(NC(=O)c3ccco3)cc2)cc1
→ -0.9% | i | 0.6
- CCn1c(Cc2ccc(OC)cc2)nnc1SCC(=O)Nc1ccc(N2CCOCC2)cc1
→ -7.7% | i | 0.9
- CC1(C)Cc2c(cnn2-c2cccc(F)c2)C(NC(=O)CSc2ccncc2)C1 (configuration not stated)
→ -4.1% | i | 3.4
- Cc1ccc(/C(N)=N/OC(=O)c2ccc3ccccc3c2)cc1
→ -5.9% | i | 1.3
- CS(=O)(=O)Nc1ccc(C2=NN(C(=O)c3cccc(F)c3)C(c3cccs3)C2)cc1 (configuration not stated)
→ 2.3% | i | 0.2
- COc1ccc(C(=O)NC2CCN(CC(=O)Nc3c(C)cccc3C)CC2)cc1OC
→ -10.8% | i | 0.4
- Cc1ccc(OCC(=O)Nc2c(C)ccc3nsnc23)cc1
→ -3.1% | i | 0.9
- CCn1cc(C(=O)NCC(OC)OC)c(=O)c2cc(S(=O)(=O)N3CCC(C)CC3)ccc21
→ -7.6% | + | 1.6*
- CN1CCN(S(=O)(=O)c2cccc3nsnc23)CC1
→ 0.1% | i | 3.4
- CC(C)/C=C/CN1CCCC(N2CCN(c3cccc(Cl)c3)CC2)C1 (configuration not stated)
→ -5.0% | i | 0.2
- CCC(CC)c1nnc(NC(=O)CC(C)c2ccccc2)s1 (configuration not stated)
→ -8.8% | i | 0.6
- CCOC(=O)N1CCN(C(=O)c2ccc(N(C)S(=O)(=O)c3ccc(C)cc3)cc2)CC1
→ -11.3% | i | 1.4
- COc1cccc(-c2onc3ccc(C(=O)/C=C/N(C)C)cc23)c1
→ 2.8% | i | 0.2
- CCc1cc(C(=O)NNC(=O)CCN2CCN(c3ccccc3)CC2)sc1C
→ -9.0% | i | 0.3
- COc1ccccc1N1C(=O)c2cccc3c(N(C)CCO)ccc(c23)C1=O
→ -7.6% | i | 0.3
- Cc1ccc(S(=O)(=O)NCC(C)n2cncn2)cc1 (configuration not stated)
→ -12.2% | i | 1.2
- NC(=O)C1CCN(C(=O)COc2ccc(S(=O)(=O)NC3CCCC3)cc2)CC1
→ -5.3% | i | 0.3
- O=C(NCCc1ccccc1)c1c[nH]c2c(F)cccc2c1=O
→ -7.7% | i | 0.2
- O=C(O)CSCC(=O)N1CCN(Cc2ccc3c(c2)OCO3)CC1
→ -6.2% | i | 0.3
- COc1ccc(NC(=O)c2cc(-c3ccco3)on2)c(OC)c1
→ -3.9% | i | 1.3
- COCCN(C(=O)COC(=O)c1cccc2ccccc12)c1c(N)n(Cc2ccccc2)c(=O)[nH]c1=O
→ -10.3% | i | 0.0
- COCCn1nnnc1C(c1ccc(Cl)cc1)N1CCN(C(=O)c2ccco2)CC1 (configuration not stated)
→ -10.7% | i | 0.6
- Cc1nc2ccccc2c(=O)n1Cc1ccc([N+](=O)[O-])cc1
→ -2.8% | i | 0.4
- COc1cc2c(cc1OC)CN(C(=O)c1oc3ccccc3c1C)CC2
→ -2.3% | i | 0.3
- COc1cccc(C(=O)CC(=O)C(=O)Nc2ccc([N+](=O)[O-])cc2C)c1
→ -4.6% | i | 0.5
- COC(=O)c1sccc1NC(=O)Nc1ccc(C(C)=O)cc1
→ -1.9% | i | 4.4
- COCCN1CC(=O)N2C(c3cccc(OC)c3)c3[nH]c4ccccc4c3C[C@H]2C1=O (some centres not stated)
→ -9.3% | i | 0.7
- CCOc1ccccc1NC(=O)CCNS(=O)(=O)c1cccc2nonc12
→ -6.7% | i | 2.6
- O=C(NC(=S)Nc1ccccc1Br)C1CCCC1
→ -8.2% | i | 0.8
- CC(=O)Nc1ccc(NC(=O)CSc2nnc(NC(=O)C3CC(=O)N(c4ccc(F)cc4)C3)s2)cc1 (configuration not stated)
→ -7.3% | i | 3.2
- O=C(CN1CCCC1)N1c2ccccc2Sc2ccc(Cl)cc21
→ -7.9% | i | 0.8
- COc1ccc(NC(=O)COC(=O)CCCC2=NS(=O)(=O)c3ccccc3N2)cc1
→ -6.8% | ? | nt
- CCn1cc2nc(SCC(=O)Nc3ccccc3F)n(Cc3ccccc3)c(=O)c2n1
→ -3.3% | i | 3.9
- Cc1cc(OC(=O)c2cccc(Cl)c2)c([N+](=O)[O-])c(=O)[nH]1
→ -5.9% | i | 9.1
- Cc1ccc(-n2ncc3c2CC(C)(C)CC3NC(=O)CCc2c(C)noc2C)cc1 (configuration not stated)
→ -11.2% | i | 0.0
- O=S(=O)(NCCc1ccncc1)c1ccc(F)cc1
→ -7.4% | i | 0.8
- CS(=O)(=O)N1CCCC(C(=O)Nc2ccccc2F)C1 (configuration not stated)
→ -9.6% | i | 0.3
- CCOc1ccccc1NC(=O)COc1ccc2c(c1)OCO2
→ -5.8% | i | 0.5
- CSc1ccccc1NC(=O)c1ccc(N2CC3CC(C2)c2cccc(=O)n2C3)c(NC(=O)c2ccncc2)c1 (configuration not stated)
→ -5.7% | ? | nt
- CN(Cc1ccco1)C(=O)c1ccc(CNS(=O)(=O)c2ccc3c(c2)C(C)(C)C(=O)N3C)cc1
→ -11.3% | i | 2.3
- CCn1ncc([N+](=O)[O-])c1C(=O)Nc1c(C)cccc1C
→ -10.5% | i | 0.2
- COc1ccc(N(CC(=O)NCCSc2ccccc2)S(=O)(=O)c2ccccc2)cc1
→ -9.3% | i | 0.2
- O=C(CN(Cc1ccccc1F)S(=O)(=O)c1ccc(Cl)cc1)NCC1CCCO1 (configuration not stated)
→ -5.4% | i | 1.3
- COc1ccc(C(=O)Nc2ccccc2C(=O)Nc2ccncc2)cc1
→ -12.2% | i | 1.2
- COc1cc(CNc2ccc3[nH]c(=O)[nH]c3c2)ccc1OCc1ccccc1Cl
→ -5.6% | i | 1.8
- C=CCC1NS(=O)(=O)OCC1NC(=O)OCC(Cl)(Cl)Cl (configuration not stated)
→ -13.9% | i | 1.8
- COc1cccc(C(=O)N[C@@H](C)C(=O)N2CCC3(CC2)NCCc2[nH]cnc23)c1
→ -11.4% | i | 8.6
- C=CCNC(=O)N1CCCC(N2CCN(c3ccccc3OC)CC2)C1 (configuration not stated)
→ -10.4% | i | 1.2
- COc1ccc(N2CCN(C(=O)CCS(=O)(=O)c3ccc4c(c3)NC(=O)CO4)CC2)cc1
→ -11.5% | i | 7.1
- Cc1cc(C)n(C(=O)N(c2ccccc2)c2ccccc2)n1
→ -7.6% | i | 0.7
- Cc1ccc(Nc2c([N+](=O)[O-])ccc3nonc23)c(C)c1
→ -1.3% | i | 0.8
- CCOc1ccc(N(C(=O)c2snc(C(N)=O)c2N)C(C(=O)NCC2CCCO2)c2c[nH]c3ccccc23)cc1 (configuration not stated)
→ 0.4% | i | 3.2

Looked up by compound from above:
Results follow in this order: LYP inhibition | Myeloid diff MLP | Myeloid diff MLP GFP+ MAC1+ %
- CCOc1ccccc1NC(=O)COc1ccc2c(c1)OCO2
→ -5.8% | i | 0.5
- COc1cccc(C(=O)N[C@@H](C)C(=O)N2CCC3(CC2)NCCc2[nH]cnc23)c1
→ -11.4% | i | 8.6
- CCOc1ccc(N(C(=O)c2snc(C(N)=O)c2N)C(C(=O)NCC2CCCO2)c2c[nH]c3ccccc23)cc1 (configuration not stated)
→ 0.4% | i | 3.2
- CCn1ncc([N+](=O)[O-])c1C(=O)Nc1c(C)cccc1C
→ -10.5% | i | 0.2

The results go on:
Results follow in this order: LYP inhibition | Myeloid diff MLP | Myeloid diff MLP GFP+ MAC1+ %
- CCOc1ccc(-c2ccc(SCC(=O)NC3CCCCC3)nn2)cc1
→ -8.5% | i | 2.3
- Cc1ccc(CS(=O)Cc2ccc(C(=O)NC3CCCCCC3)o2)cc1 (configuration not stated)
→ -9.6% | i | 0.6
- O=C(NCCCN1CCCC1=O)Nc1ccccc1Cl
→ -7.1% | i | 0.6
- COc1ccc(NC(=O)C2CCCN(S(C)(=O)=O)C2)c(OC)c1 (configuration not stated)
→ -9.6% | i | 0.5
- NC1=NC(=O)/C(=C\c2ccc(-c3ccc(Cl)cc3)o2)S1
→ -11.8% | i | 0.7
- COC(=O)C(NS(=O)(=O)c1cccc(S(=O)(=O)NC(C(=O)OC)c2ccccc2)c1)c1ccccc1 (configuration not stated)
→ -10.9% | i | 0.6
- O=C(CCCCCN1C(=O)[C@@H]2Cc3ccccc3CN2C1=O)NCCc1ccccc1
→ -9.0% | i | 1.0
- CCOC(=O)CC1CCCCN1C(=O)c1ccc2nc(CCOC)oc2c1 (configuration not stated)
→ -8.7% | i | 1.1
- Cc1cccc(-c2sc(Nc3ccccc3)n[n+]2-c2ccc(F)cc2)c1
→ -4.7% | i | 0.5
- COc1ccc(/C=C(\NC(=O)c2ccccc2)C(=O)N2CCN(C)CC2)cc1OC
→ -4.1% | i | 0.4
- O=C(c1cccc(Cl)c1)N1CCN(Cc2ccc3c(c2)OCO3)CC1
→ -4.3% | i | 0.7
- COc1ccc(OCC(=O)Nc2ccccc2N2CCN(C)CC2)cc1
→ -4.3% | i | 0.4
- CN(c1ccccc1)c1nc(N)c([N+](=O)[O-])c(N2CCCC2)n1
→ -2.4% | i | 0.3
- COc1ccc(NC(=O)CN(C)C(=O)CCc2c[nH]c3ccccc23)cc1
→ -11.2% | i | 0.4
- O=C(CCCN1C(=O)C2CC=CCC2C1=O)Nc1ccccc1F (configuration not stated)
→ -7.6% | i | 1.1
- CCCn1c(=O)c(C(=O)Nc2cccc(C)c2)c(O)c2ccccc21
→ -4.7% | i | 0.6
- COc1ccc(C(=O)NCCCNC(=O)c2cnccn2)cc1
→ -6.1% | i | 1.8
- O=C(CCN1C(=O)/C(=C/c2cccs2)SC1=S)Nc1ccc(O)cc1
→ -10.2% | i | 1.7
- COc1cc(-c2nc3ccccc3nc2-c2ccc(O)c(OC)c2)ccc1O
→ -2.6% | i | 0.2
- O=C(CN1C(=O)N/C(=C\c2ccccc2OCc2ccc(C(=O)O)cc2)C1=O)Nc1ccccc1F
→ -1.8% | i | 0.8
- CNS(=O)(=O)c1cc(-c2nnc(Nc3ccc(CC(N)=O)cc3)c3ccccc23)ccc1C
→ -6.2% | i | 1.0
- O=C(Nc1ccccc1N1CCCC1)c1ccc2ccccc2c1
→ -2.7% | i | 2.4
- COc1ccccc1CCC(=O)N(Cc1ccccc1)c1c(N)n(Cc2ccccc2)c(=O)[nH]c1=O
→ -3.5% | i | 2.1
- COc1ccc(CCNc2cc(C)[nH]c(=O)c2)cc1OC
→ -6.7% | i | 0.9
- COC(=O)c1c(-c2ccc(OC)cc2)oc2ccccc12
→ -21.8% | i | 1.2
- COc1ccccc1OCc1ccc(C(=O)N(C)c2ccccc2)o1
→ -13.0% | i | 0.7
- O=C(Oc1ccc2ccc(=O)oc2c1)c1ccco1
→ -13.5% | i | 0.4
- COc1cc(OC)cc(C(=O)Nc2nnc(SCC(=O)NCc3ccco3)s2)c1
→ -4.0% | i | 0.5
- Cc1ccc(C(=O)Nc2ccccc2C(=O)N2CCCCC2C)cc1 (configuration not stated)
→ -10.4% | i | 6.7
- Cc1cccc(Cc2nnc(CCC(=O)N(C)CCc3ccccc3)o2)c1
→ -9.0% | i | 0.8

Three compounds out of the list above, arranged by the number in LYP inhibition, falling.
| canonical_smiles | LYP inhibition | Myeloid diff MLP GFP+ MAC1+ % |
| --- | --- | --- |
| O=C(Nc1ccccc1N1CCCC1)c1ccc2ccccc2c1 | -2.7% | 2.4 |
| O=C(CCN1C(=O)/C(=C/c2cccs2)SC1=S)Nc1ccc(O)cc1 | -10.2% | 1.7 |
| COc1ccccc1OCc1ccc(C(=O)N(C)c2ccccc2)o1 | -13.0% | 0.7 |

Next part.
Results follow in this order: LYP inhibition | Myeloid diff MLP | Myeloid diff MLP GFP+ MAC1+ %
- C=CCOc1cccc(/C=C/c2nc3ccccc3c(=O)[nH]2)c1
→ -6.4% | i | 0.5
- CO/N=C(/COc1ccc(F)cc1)c1ccc(OC)cc1
→ -5.2% | i | 0.5
- CC(C)Oc1cccc(C(=O)Nc2ncn[nH]2)c1
→ -5.7% | i | 0.2
- COc1ccc(CC(=O)Nc2cccc3ccccc23)cc1OC
→ -0.5% | i | 1.1
- Cn1cc(Cl)c(/C(N)=N/OC(=O)c2ccccc2C(F)(F)F)n1
→ -11.5% | i | 1.2
- C[C@H]1CN=C(Nc2ccccc2)N1CC1CCC1
→ -10.5% | i | 0.8
- COc1ccc(/C=C/C(=O)NCCCN2CCOCC2)cc1
→ -2.3% | i | 0.2
- CN(C)S(=O)(=O)c1cccc(NC(=O)CN(CCO)CC(=O)Nc2cccc(S(=O)(=O)N(C)C)c2)c1
→ -6.0% | i | 0.6
- CCc1ccc(NC(=O)Cn2ncn3c(cc4ccccc43)c2=O)cc1
→ -8.7% | i | 2.6
- CS(=O)(=O)N1CCCC(C(=O)Nc2ccccc2Cl)C1 (configuration not stated)
→ -7.1% | i | 0.6
- COc1ccc(CCNC(=O)C2CCCN2C(=O)Nc2ccc(F)cc2)cc1OC (configuration not stated)
→ -10.4% | i | 0.2
- Cc1ccc(C2=NN(C(=O)CCC(=O)O)C(c3cccc([N+](=O)[O-])c3)C2)cc1 (configuration not stated)
→ -5.2% | i | 0.5
